# pCIP destab – lowers stability of the mouse p/CIP coactivator protein. hit rate 0.01% among 290,000. decrease of EGFP signal, % at 10 µM. Q05BA5. F442A p/CIP-EGFP cells, EGFP fluorescence, 16 h;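 active = EGFP signal decrease of at least 30% at 10 µM or well 3 SD below plate mean, unless failing retest; inactive = the rest, including hits failing retest or dose response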; also: some compounds called inactive have numbers as strong as hits; many of its hits are not listed in these tables
# Target sequence (Q05BA5 1-1403): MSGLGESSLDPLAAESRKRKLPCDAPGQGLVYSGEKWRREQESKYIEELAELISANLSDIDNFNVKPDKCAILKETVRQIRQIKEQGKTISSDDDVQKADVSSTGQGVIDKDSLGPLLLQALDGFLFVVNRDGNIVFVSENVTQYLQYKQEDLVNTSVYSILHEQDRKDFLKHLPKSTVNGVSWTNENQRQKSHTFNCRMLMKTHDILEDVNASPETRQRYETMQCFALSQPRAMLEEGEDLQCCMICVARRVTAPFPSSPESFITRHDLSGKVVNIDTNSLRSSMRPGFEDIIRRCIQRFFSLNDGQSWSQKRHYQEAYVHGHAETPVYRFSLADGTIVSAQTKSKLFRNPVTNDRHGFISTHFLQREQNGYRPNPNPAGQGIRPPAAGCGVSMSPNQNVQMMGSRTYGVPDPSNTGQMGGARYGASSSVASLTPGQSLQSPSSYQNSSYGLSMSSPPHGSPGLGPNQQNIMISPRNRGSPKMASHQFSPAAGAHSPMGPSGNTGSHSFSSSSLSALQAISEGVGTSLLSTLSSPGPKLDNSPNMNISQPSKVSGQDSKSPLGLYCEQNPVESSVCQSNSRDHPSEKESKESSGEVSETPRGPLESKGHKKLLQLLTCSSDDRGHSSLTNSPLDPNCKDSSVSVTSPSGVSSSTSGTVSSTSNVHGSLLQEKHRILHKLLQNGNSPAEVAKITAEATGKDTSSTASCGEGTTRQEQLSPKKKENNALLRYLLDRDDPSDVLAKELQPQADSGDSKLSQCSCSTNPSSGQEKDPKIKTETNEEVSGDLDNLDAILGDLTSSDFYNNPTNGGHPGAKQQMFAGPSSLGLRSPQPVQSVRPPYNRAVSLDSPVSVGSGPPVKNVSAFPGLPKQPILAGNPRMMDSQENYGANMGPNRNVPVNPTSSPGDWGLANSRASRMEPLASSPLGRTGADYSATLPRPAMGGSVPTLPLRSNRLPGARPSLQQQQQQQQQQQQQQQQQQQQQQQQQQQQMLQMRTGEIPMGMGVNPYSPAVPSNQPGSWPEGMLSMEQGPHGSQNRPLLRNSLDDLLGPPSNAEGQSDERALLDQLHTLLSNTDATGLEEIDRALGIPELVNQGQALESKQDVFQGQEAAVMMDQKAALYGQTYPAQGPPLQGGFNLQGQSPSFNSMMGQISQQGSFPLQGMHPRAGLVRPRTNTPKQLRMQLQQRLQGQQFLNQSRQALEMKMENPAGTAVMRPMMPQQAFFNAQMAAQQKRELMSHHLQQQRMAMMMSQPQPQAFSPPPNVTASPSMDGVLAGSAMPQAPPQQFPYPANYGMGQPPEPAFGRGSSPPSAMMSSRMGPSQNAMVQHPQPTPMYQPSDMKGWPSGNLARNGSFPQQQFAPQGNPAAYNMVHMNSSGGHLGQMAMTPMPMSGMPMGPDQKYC
# IDE cell inh – inhibits human insulin-degrading enzyme in HEK cells; P14735; inhibition, % at 5.59 µM; FAbetaB cleavage, fluorescence polarization; hit rate 0.41% among 320,000;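 active = percent inhibition above the average of all tested compounds plus 3 SD, set per screening campaign, cut at about 16% in these data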;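 also: IDE supplied by intact live HEK cells; FP after avidin binding of uncleaved biotin substrate so inhibition keeps polarization high; 0% = DMSO wells and 100% = 60 µM reference IDE inhibitor Ii1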
# PfM18AAP inh – blocks P. falciparum M18 aspartyl aminopeptidase. recombinant PfM18AAP, H-Glu-NHMec fluorogenic cleavage. inhibition, % at 7.35 µM. hit rate 1.2% among 290,000;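 active = inhibition above the campaign mean inhibition over all tested compounds plus 3 SD, cut at about 28% in these data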;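 also: 0% = plate median of test compound wells and 100% = 2 mM ZnCl2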
# MEKK3 PB1 HTS – modulators (inhibitors or enhancers) of MEK5 binding to human MEKK3 PB1 domain; Q99759; bead-based flow cytometry, Alexa488-MEK5 binding to MEKK3; actives lie on both sides; 0 = blocked by unlabeled MEK5, 100 = vehicle; binding response (% of control), % at 10 µM; hit rate 1.4% among 290,000; AID 1529;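 active = binding response more than 3 SD above or below the average of its plate-row segment, actives on both sides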;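 also: Alexa488 bead fluorescence after subtracting the streptavidin-only scavenger bead signal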
# NALP1 yeast inh – blocks the NALP1 inflammasome reconstituted in yeast; S. cerevisiae NALP1/ASC/caspase-1 growth, X-gal OD620, 72 h; inhibition, % at 10 µM; hit rate 0.61% among 280,000; AID 2071; in the data active = inhibition mostly above about 24%, no sharp cut-off; inactive = mostly below about 32%; also: some compounds called inactive have numbers as strong as hits
# UBC9 SUMO inh – inhibitors of human SUMOylation (UBC9); HTRF SUMOylation assay, SAE1/SAE2 + UBC9, in vitro; hit rate 0.36% among 290,000; inhibition, % at 35 µM; P63279; AID 2006; in the data active = inhibition above about 50%, passing the limit was not always enough; also: strong numbers were not always called active
# IDE cell activ – boosts human insulin-degrading enzyme activity in HEK cells; FAbeta-B cleavage, fluorescence polarization; 0% vehicle, 100% cell-free pure enzyme wells; P14735; activation, % at 5.96 µM; hit rate 0.073% among 340,000;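 active = activation above the mean of all tested compounds plus 3 SD, set per screening campaign, cut at about 17% in these data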
# MEKK2wt PB1 HTS – raises or lowers MEK5 binding to wildtype human MEKK2 PB1 domain; AID 1531; bead flow cytometry, Alexa488-MEK5 binding to MEKK2 WT; actives lie on both sides; Q9Y2U5; hit rate 1.1% among 290,000; binding response (% of control), % at 10 µM; in the data active = binding response below about 67% or above about 130%
# MEKK2mut PB1 HTS – signal of MEK5 binding to mutant human MEKK2 PB1 domain; bead flow cytometry, Alexa488-MEK5 binding to MEKK2 mutant; percent response, % at 10 µM; hit rate 0.35% among 290,000; in the data active = percent response above about 24%, passing the limit was not always enough; also: inactives centre near 1; some results filed as inactive read as strong as hits; reference of the scale not given here
# Numbers without * were called inactive; . = no result given.
pCIP destab	IDE cell inh	PfM18AAP inh	MEKK3 PB1 HTS	NALP1 yeast inh	UBC9 SUMO inh	IDE cell activ	MEKK2wt PB1 HTS	MEKK2mut PB1 HTS	Structure
0	5	26	101	8	26	1	80	-2	CNc1ccc(Br)cc(C(=O)/C=C/c2ccc(OC)cc2OC)c1=O
-12	4	-6	88	4	17	4	81	-2	Cc1cccc(CN2C(=O)N/C(=C/c3ccc(C)s3)C2=O)c1
1	2	-6	104	25	2	1	103	-1	O=C1c2cccc(OCC(=O)N3CCCc4ccccc43)c2CCN1Cc1ccc(F)cc1
4	-3	4	100	.	-14	9	102	-3	COCC(C)NC(=O)c1cc2cccc([N+](=O)[O-])c2[nH]1 (stereo unspecified)
-14	1	-5	100	0	2	0	96	-2	CC(C)(C)c1ccc(CSc2nc(N)cc(=O)[nH]2)cc1
-16	0	-5	101	16	13	-1	106	4	CN(C)CCN(C(=O)C1=COCCO1)c1nc2ccc(F)cc2s1
-2	8	4	103	21	9	-6	101	2	COC(=O)C1=C(NC(=O)c2cccc(OC)c2)CCS1
-11	-1	0	104	.	5	11	105	3	CC(C)CNC(=O)C1CCN(c2ccc(S(=O)(=O)N3CCOCC3)cc2[N+](=O)[O-])CC1
-17	-4	-4	104	27	-1	1	103	-2	CC(=O)c1ccc(NC(=O)c2cc(-c3cccs3)on2)cc1
4	3	2	100	-14	22	-7	102	6	O=C(Nc1ccccc1C(=O)O)c1ccc(NC(=O)C2CCCCC2)cc1
2	0	-2	95	17	1	0	97	-5	Cc1ccc2c(CC(=O)NC3CCS(=O)(=O)C3)coc2c1C (stereo unspecified)
-12	-3	-6	103	11	-3	1	96	2	CCOC(=O)c1nn(-c2cccc(C)c2)c2nc(-c3ccccc3)c(C#N)c(=O)n12
-5	-1	-3	95	14	13	8	94	-3	Cc1ccc(NC(=O)c2c(-c3ccccc3Cl)noc2C)nc1
-7	-1	-6	105	3	11	2	108	5	C[C@@]12C(=O)N(CCO)CC(=O)N1[C@H](/C=C/c1ccccc1)[C@@H]1C(=O)N(c3ccccc3)C(=O)[C@@H]12
-9	-2	11	89	29	-1	2	94	0	Cc1ccc2c(c1)C1OCCC1C1N2C(=O)C2C(C(=O)O)C3C=CC21O3 (stereo unspecified)
-2	6	9	96	7	-14	5	97	-2	CCc1ccc(NC(=O)CSCc2nc(N)nc(Nc3ccccc3CC)n2)cc1
-4	-2	1	100	7	-2	6	97	-4	O=C(CCc1ccccc1)Nc1nc2ccc(S(=O)(=O)N3CCOCC3)cc2s1
2	-3	-14	121	17	-25	-2	108	3	Cc1ccc(NC(=O)c2ccnc(C(C)(C)C)c2)cc1
-14	5	-13	99	18	5	1	98	2	Cc1cccc(NC(=S)NCc2ccccc2Cl)c1C
11	.	-2	103	6	-1	8	99	-6	COc1cc(C(C(=O)NC2CCCCC2)N(C(=O)c2cnccn2)c2ccccc2)cc(OC)c1OC (stereo unspecified)
-3	5	0	.	25	16	4	.	.	COc1cc(CNCCO)cc(Br)c1OCc1ccccc1Cl
-9	10	-8	101	-7	11	-8	100	-3	CCN(CC)c1nc(N)c2c(N)nc3c(c2c1C#N)CC(c1ccccc1)O3 (stereo unspecified)
-17	1	-4	101	29	-2	-3	100	-1	O=C1CC(N2CCN(c3ccc(Cl)c(Cl)c3)CC2)C(=O)N1 (stereo unspecified)
-8	-3	2	101	-4	2	8	95	-1	CCNc1nc(NCC)n2c(SCC(=O)Nc3ccccc3)nnc2n1
-17	-2	9	107	-4	17	1	99	2	CN(C)S(=O)(=O)c1cccc(C(=O)OCC(=O)NCc2ccccc2)c1
-1	-1	-3	107	17	-9	2	113	10	CCCNC(=O)CS(=O)(=O)Cc1nc(-c2ccccc2C)oc1C
2	3	-2	106	5	5	-4	107	6	COc1ccccc1C(=O)N1CC(=O)Nc2ccc(C)cc2C1c1ccc(F)cc1 (stereo unspecified)
-4	7	-9	104	12	2	-4	107	7	COc1cc(NC(=O)C2CC(=O)NC3=C2C(=O)CCC3)c(OC)cc1Cl (stereo unspecified)
-15	1	-4	99	-2	32	8	100	0	COC(=O)c1cnn(-c2cc(Oc3ccccc3)ncn2)c1N
-2	-1	2	99	6	21	1	96	-4	CCOC(=O)c1c(NC(=O)CSc2nnc(-c3ccccc3C)n2C)sc(C(C)=O)c1C
-7	-2	-7	103	15	-1	-1	101	-1	COc1ccc(CNC(=O)CSc2nnc(NC(=O)C3CC3)s2)cc1
1	0	0	112	.	-20	6	111	1	COc1ccc(S(=O)(=O)NC2CC(C)(C)NC(C)(C)C2)cc1C(C)C
-6	-2	-3	102	-3	-10	-1	99	-6	CC(C)CNC(=O)C1CCN(S(=O)(=O)c2ccc(-n3cnnn3)cc2)CC1
-4	8	3	102	3	8	-2	95	-1	COC(=O)/C=C1\SC(N)=NC1=O
0	-3	4	104	.	-2	2	103	3	Cn1c(SCC(=O)O)nnc1C1CCCCC1
-4	-1	11	102	12	-8	3	108	5	CCN(CC)C1CCN(Cc2c(C(=O)N3CCCCCCC3)nc3ccc(Cl)cn23)C1 (stereo unspecified)
-8	4	-6	93	20	40	1	94	0	CCOc1c2ccc(C(=O)NC3CCCc4ccccc43)cc2nn1C (stereo unspecified)
0	0	7	96	7	0	5	105	-2	CC(C)CNC(=S)N1CCC(NC(=O)C23CC4CC(CC(C4)C2)C3)CC1
12	-1	-2	101	.	-1	4	106	6	N=C(N)SCC1=CCS(=O)(=O)C1
-16	-2	4	107	-17	-1	3	103	1	CCCn1c(=O)c2[nH]cnc2n(-c2ccc(Cl)cc2)c1=O
-12	1	-20	92	4	-7	3	85	-12	COc1ccc(CNC(=O)c2ccc3ccccc3n2)cc1OC
8	5	-8	98	19	-12	6	95	-1	CN(c1ccccc1)S(=O)(=O)c1ccc(C(=O)NCc2ccccn2)cc1
-3	2	-12	100	0	-15	-8	102	0	CCCCN1C(=O)c2ccc(C(=O)Nc3c(N)n(CCCC)c(=O)n(C)c3=O)cc2C1=O
-11	0	-1	88	24	-12	6	90	-5	CCCCn1c(O)c(N=NC(=O)Cn2c(C(F)(F)F)nc3ccccc32)c2ccccc21
-6	-3	-9	114	3	-20	6	110	5	Cc1cc(C)n(-c2nc(-c3cccc(Cl)c3)cs2)n1
-9	-4	-1	93	19	6	-1	91	-3	COCCn1c(SCC(=O)N(C)c2ccccc2)nc2c([nH]c3ccccc32)c1=O
-5	0	2	107	17	3	2	105	16	O=S(=O)(c1ccccc1)N1CCN(c2cccc(Cl)c2)CC1
-16	7	3	106	-13	-4	2	111	10	Cc1ccc2oc(C(=O)N3CCCCCC3)c(C)c2c1

# The closing 2 entries of the section before lead into the next.
pCIP destab	IDE cell inh	PfM18AAP inh	MEKK3 PB1 HTS	NALP1 yeast inh	UBC9 SUMO inh	IDE cell activ	MEKK2wt PB1 HTS	MEKK2mut PB1 HTS	Structure
-5	0	2	107	17	3	2	105	16	O=S(=O)(c1ccccc1)N1CCN(c2cccc(Cl)c2)CC1
-16	7	3	106	-13	-4	2	111	10	Cc1ccc2oc(C(=O)N3CCCCCC3)c(C)c2c1
-5	2	-14	110	27	15	3	116	9	COc1ccc(CNCC(O)(c2ccccc2)c2ccccc2)cc1
-57	5	-6	108	26	-6	0	99	3	Cc1ccccc1N(CC(=O)NC1CCCC1)C(=O)c1oc(C(C)(C)C)cc1C
7	-10	8	103	-4	-14	4	102	-2	COc1ccc(C(=O)COC(=O)c2nn(C)cc2Cl)cc1
-14	6	0	93	1	16	-3	98	-7	Cc1oc2cc(O)cc(C)c2c(=O)c1-c1cnn(-c2ccccc2)c1
1	7	-5	104	20	14	-4	107	4	O=C(CCSc1ccc(F)cc1)Nc1ccc(-n2cnnn2)cc1
-3	-5	-7	133*	21	5	0	104	0	C=C(C)c1cccc(C(C)(C)NC(=O)NCc2ccc(OC)cc2)c1
-1	-5	-1	87	22	5	9	85	-8	O=C1c2ccncc2C(=O)N1C1CCCCC1
-11	9	-2	105	.	1	3	111	4	O=C(C[n+]1ccn(-c2ccccc2)c1)c1ccc([N+](=O)[O-])cc1
2	1	-1	89	20	-5	3	97	1	COc1ccc(NC(C)=[N+](C)CCNS(=O)(=O)c2ccc(Cl)cc2)cc1Cl
-10	0	3	98	14	18	3	99	-1	CCCCCNCc1cccc(Br)c1
-2	-2	-6	101	12	-8	6	103	4	CCOC(=O)CC1CCCCN1C(=O)CCCn1nnnc1CN1CCOCC1 (stereo unspecified)
-13	.	0	100	0	0	10	103	-2	CCOC(=O)C1=C(c2ccccc2)NC(=O)NC1c1ccsc1 (stereo unspecified)
-11	3	-2	.	0	3	-12	.	.	O=S(=O)(c1cccc(-c2nnc(SCc3nc4ccccc4s3)o2)c1)N1CCOCC1
-11	2	-16	103	2	-9	7	97	-3	CC(OC(=O)CCC(=O)c1cccs1)C(=O)Nc1ccccc1[N+](=O)[O-] (stereo unspecified)
-8	-3	1	105	9	6	-2	103	7	O=C1[C@@H]2CSCN2C(=O)CN1Cc1c(F)cccc1Cl
26	0	11	108	1	16	-2	120	8	COc1cccc(OC)c1C(=O)Nc1ccc(N2CCCCC2)cc1
0	-1	5	100	-17	8	1	95	0	Cc1[nH]nc2c1C(c1ccc(F)cc1)C1=C(CC(C)(C)CC1=O)N2 (stereo unspecified)
2	9	1	102	5	4	2	104	1	CC(=O)Nc1ccc(NC(=O)c2nccnc2C(=O)O)cn1
-2	-2	-5	100	-2	-13	2	114	1	COc1cc(CN2CCCC(CO)(Cc3ccccc3C)C2)cc2c1OCO2 (stereo unspecified)
-2	-2	-14	101	-1	17	7	106	5	Cc1ccc(-c2nc3ccccc3[nH]2)cn1
-7	-5	-5	108	8	-2	3	103	0	C=CCN(c1nc(C)cc(OC)n1)S(=O)(=O)c1ccc(C)cc1
-12	0	3	112	20	5	3	112	1	Cc1cccc(CN2C(=O)c3ccccc3Sc3ccc(C(=O)NCCN4CCOCC4)cc32)c1
-11	-10	-8	101	25	12	1	102	1	O=C(NCC(=O)N(c1ccc(F)cc1)C(C(=O)NC1CCCC1)c1ccncc1)c1ccco1 (stereo unspecified)
2	-1	6	97	19	8	5	93	-2	COc1ccc(/C=N/NC(=O)c2cc(-c3cccn3C)n[nH]2)cc1OC

# Complete entries as entered above:
# Shown for `O=S(=O)(c1cccc(-c2nnc(SCc3nc4ccccc4s3)o2)c1)N1CCOCC1` = pCIP destab: -11; IDE cell inh: 3; PfM18AAP inh: -2; MEKK3 PB1 HTS: .; NALP1 yeast inh: 0; UBC9 SUMO inh: 3; IDE cell activ: -12; MEKK2wt PB1 HTS: .; MEKK2mut PB1 HTS: .
# Shown for `CC(=O)Nc1ccc(NC(=O)c2nccnc2C(=O)O)cn1` = pCIP destab: 2; IDE cell inh: 9; PfM18AAP inh: 1; MEKK3 PB1 HTS: 102; NALP1 yeast inh: 5; UBC9 SUMO inh: 4; IDE cell activ: 2; MEKK2wt PB1 HTS: 104; MEKK2mut PB1 HTS: 1

# More results follow:
pCIP destab	IDE cell inh	PfM18AAP inh	MEKK3 PB1 HTS	NALP1 yeast inh	UBC9 SUMO inh	IDE cell activ	MEKK2wt PB1 HTS	MEKK2mut PB1 HTS	Structure
0	-13	5	101	11	9	1	97	1	CC1CCN(C(=O)CSc2nnc3c(n2)[nH]c2ccc(F)cc23)CC1
-1	5	-1	102	6	-1	-1	101	3	O=C(COC(=O)Cn1cnc2ccccc21)Nc1ccc2c(c1)OCCO2
1	7	0	102	20	18	4	100	-1	Cc1ccc(NC(=O)Cn2ccc(=O)[nH]c2=O)cc1
-1	2	-2	97	-23	0	4	93	-46	O=C(Cc1ncc(C(F)(F)F)cc1Cl)NCc1ccco1
0	0	-1	102	14	3	7	91	-10	COc1ccc(-c2[nH]ncc2CN2CCC(OCc3ccccc3)CC2)c(F)c1
-17	8	-2	97	8	20	-2	101	0	CC(=O)c1c(N2CCN(c3ccc(F)cc3)CC2)nc(=S)n(-c2ccccc2)c1C

# Assay outcomes as filed in PubChem.

# A portion of the library; the hit share may differ from the screen's.
